Dengue-2 NS5 capping – flavivirus cap methylation enzyme inhibition – biochemical, confirmation dose response, primary screen (AID 588689) | Dengue-2 NS5 methyltransferase capping enzyme assay, biochemical; higher % means a stronger effect | hit rate 0.3% among 340,000 | one-dose inhibition, % at 25 µM; IC50 in µM for titrated hits; in the data active means a potency from the dose series
RSV antiviral HEp-2 – inhibition of RSV-induced cytopathic effect – HEp-2 cells, primary 10 µM value included (AID 2391); HEp-2 cells, RSV-induced CPE inhibition; higher % means a stronger effect; one-dose CPE inhibition, % at 10 µM; IC50 in µM for titrated hits; hit rate 0.13% among 310,000; in the data active means a potency from the dose series; further: strong numbers were not always called active
West Nile antiviral – West Nile virus antiviral activity, cell-based, CPE readout (AID 1621) | hit rate 0.02% among 290,000 | West Nile virus-infected cells, CPE inhibition; higher % means a stronger effect | CPE inhibition, % at 10 µM, or IC50 in µM where a hit was titrated; in the data active means a potency from the dose series; further: strong numbers were not always called active
UTI89 phage lysis – inhibition of K1F phage lysis, E. coli UTI89, bacterial capsule biogenesis inhibitors, alamar blue (AID 488966). E. coli UTI89 K1F phage lysis, alamar blue, 2 h; higher % means a stronger effect. one-dose inhibition, % at 100 µM; IC50 in µM for titrated hits. hit rate 0.02% among 340,000;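 active means phage lysis inhibition, versus mean bacterial control, above a set limit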;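 further: capsule biogenesis inhibitors block K1F phage lysis so surviving cells raise fluorescence; higher fluorescence means more inhibition of phage lysis; actives were called in the ten point dose series up to 300 µM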
NTR1 agonist – NTR1-driven beta-arrestin-GFP spot formation – imaging, U2OS cells, high content, primary screen (AID 493036); agonist mode; P30989; activation, % at 20 µM; hit rate 0.17% among 330,000;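 active means activation at or above 40% of the spot to cytoplasm intensity ratio, with at least 20 cells analyzed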;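 further: 0% = DMSO without peptide and 100% = 100 nM NTR1 peptide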
Target sequence (P30989 whole entry, looked up): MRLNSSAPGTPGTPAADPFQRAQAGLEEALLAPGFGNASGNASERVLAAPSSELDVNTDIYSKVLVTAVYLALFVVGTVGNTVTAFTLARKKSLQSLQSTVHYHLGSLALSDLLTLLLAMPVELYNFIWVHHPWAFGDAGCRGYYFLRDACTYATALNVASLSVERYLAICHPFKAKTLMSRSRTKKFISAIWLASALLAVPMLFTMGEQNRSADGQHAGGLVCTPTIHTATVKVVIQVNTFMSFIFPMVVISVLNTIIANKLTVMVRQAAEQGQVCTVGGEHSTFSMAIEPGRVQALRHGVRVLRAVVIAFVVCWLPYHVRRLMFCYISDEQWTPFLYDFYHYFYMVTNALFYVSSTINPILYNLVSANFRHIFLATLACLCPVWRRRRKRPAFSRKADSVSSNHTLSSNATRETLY
PhoP inhibition – PhoP-dependent GFP reporter repression – Salmonella Typhimurium, primary screen (AID 1863); hit rate 0.16% among 300,000; S. Typhimurium PhoP-regulated promoter GFP reporter, 4 h; higher % means a stronger effect; inhibition, % at 50 µM, or IC50 in µM where a hit was titrated;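 active means inhibition over 29.93%, a cutoff 3 SD above the screen mean, later confirmed by dose response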;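 further: 0% = low Mg2+ inducing control and 100% = high Mg2+ repressing control; strong numbers were not always called active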
MgcRacGAP inhibition – MgcRacGAP GTPase-activating activity inhibitors, confirmation, biochemical, ADP Hunter fluorescence. AID 624330. one-dose inhibition, % at 30 µM; IC50 in µM for titrated hits. hit rate 0.6% among 340,000. MgcRacGAP-stimulated Rac1 GTP hydrolysis, ADP Hunter fluorescence; higher % means a stronger effect; GST-tagged Rac1 F28L mutant substrate;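 active means first-screen hits whose inhibition reached a set limit at any dose in the follow-up dose series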;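 further: fluorescence reports GDP produced by GAP-driven GTP hydrolysis; strong numbers were not always called active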
SV40 large T antigen – TAg ATPase/helicase activity blockers – biochemical (AID 1903); hit rate 0.39% among 310,000; SV40 large T antigen ATPase/helicase inhibition assay; higher % means a stronger effect; inhibition, % at 20 µM; hits with a dose series show IC50 in µM; in the data active means a potency from the dose series; further: strong numbers were not always called active
T cell modulator – T cell immune modulators affecting CD8 T cell-vesicle binding; calls only at 7 µM; hit rate 0.068% among 330,000; 2C CD8+ T cell-vesicle binding, flow cytometry; active compounds read low;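 active means response, share of CD8 T cells binding vesicles, and their 90th percentile fluorescence all below set limits, cut at about 80% in these data, passing the limit was not always enough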
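material = purified 2C TCR transgenic mouse naive CD8+ T cells | controls = Unloaded micro-vesicles (low), QL9 vesicles with 0.7% DMSO (high) | detection = cytometric PE anti-B7-1 and Alexa647 anti-CD8 signals after 1% paraformaldehyde fixation | incubation = binding step 1.5 h, 37 °C, antibody labelling 20 min, ice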
T cell modulator vesicle-bound % – second read-out of T cell modulator, no call of its own (marks repeat the call); double positive events, %; measured here: CD8+ vesicle-bound cell fraction;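 binding gate set so that unloaded-vesicle control wells show 10% double positive cells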
NTR1 agonist cell count 20 µM – second read-out of NTR1 agonist, no call of its own (marks repeat the call); cell count; measured here: cell count, cytotoxicity flag
An asterisk follows results filed as active; i = inactive; . = no result given; [ ] = dose if it differs, or a comment. This is a random part of the collection, and some 1.5% of all compounds hit somewhere here.

SMILES | Dengue-2 NS5 capping | RSV antiviral HEp-2 | West Nile antiviral | UTI89 phage lysis | NTR1 agonist | NTR1 agonist cell count 20 µM | PhoP inhibition | MgcRacGAP inhibition | SV40 large T antigen | T cell modulator | T cell modulator vesicle-bound %
O=C(CSc1nc2ccsc2c(=O)n1Cc1ccc(C(=O)O)cc1)NCC1CCCO1 (centres undefined) | -8.3% | 1.3% | 1.2% | 0.5% | -0.1 | 69 | 2.0% | 2.1% | 0.1% | i | 48.9
O=C(Nc1ccnn1C1CCN(Cc2ccccn2)CC1)c1cccc(F)c1 | -0.9% | 0.5% | 0.2% | -0.1% | 0.4 | 74 | -5.2% | 0.2% | 17.8% | i | 3.5
Fc1ccccc1/C=N/n1c(-c2cccnc2)n[nH]c1=S | -0.8% | . | 0.8% | 0.8% | -0.7 | 39 | -11.9% | 25.6% | 21.2% | i | 29.6
CCOc1cc(NC(=S)NCCCN2CCOCC2)c(OCC)cc1NC(=O)C1CCCCC1 | -10.9% | 1.8% | -0.8% | 0.2% | -1.3 | 36 | 6.1% | 10.7% | 17.1% | i | 11.3
COC(=O)C(C(=O)Nc1ccccc1C)C1CCCCCC1 (centres undefined) | . | -0.1% | 0.1% | . | 0.2 | 37 | 4.5% | . | -1.0% | i | 28.4
COc1cc(OC)cc(-c2sc3ccc(OC)cc3c2C#CC(C)(C)O)c1 | -2.4% | 8.1% | . | -1.7% | 8.4 | 53 | . | 3.8% | . | i | 66.7
CCOc1ccccc1NC(=O)CC1Nc2cc(C)c(C)cc2NC1=O (centres undefined) | -12.6% | 0.6% | 0.1% | 0.4% | 1.0 | 50 | 3.5% | 10.1% | 15.6% | i | 58.5
CCOc1ccc(-n2c(N)c(-c3nc4ccccc4[nH]3)sc2=S)cc1 | -6.3% | 2.1% | -0.2% | -0.1% | 8.4 | 88 | -8.1% | 8.8% | 3.6% | i | 41.2
O=C1CCc2ccc(NC(=O)C3CC3)cc2N1 | -6.9% | 0.7% | 1.8% | 0.5% | 1.0 | 57 | 1.3% | 3.5% | 2.7% | i | 57.5
N#Cc1ccc2[nH]c(CO)c(-c3ccccc3)c2c1 | 2.0% | 7.2% | -0.4% | -4.1% | 7.8 | 80 | 13.6% | 10.4% | 4.8% | i | 12.1
CCSC(=S)c1c(C)[nH]n(-c2ccccc2)c1=O | 0.8% | 1.8% | -0.1% | -1.2% | 1.3 | 55 | -8.1% | 14.8% | 11.6% | i | 34.2
Cc1cccc(NS(=O)(=O)c2cnc(Cl)c(Br)c2)n1 | 5.8% | 0.8% | -0.3% | 3.2% | 0.2 | 43 | -4.2% | -3.3% | -0.9% | i | 48.0
CCN(CC)C(=O)C1CCCN(Cc2cccc(F)c2)C1 (centres undefined) | -3.8% | 2.6% | -0.2% | -0.1% | 1.6 | 75 | 11.2% | 23.1% | 8.8% | i | 11.7
CC(=O)CSc1ccc(S(=O)(=O)N2CCN(C)CC2)cn1 | 2.2% | 1.1% | . | 0.7%[50 µM] | 0.0 | 71 | . | 1.7% | . | i | 7.5
Cc1cc(=O)oc2c1c(C)nn2-c1ccc(Br)cc1 | . | -1.2% | 0.3% | 0.2% | 3.3 | 25 | 2.2% | 5.8% | 8.7% | i | 39.5
CCc1ccc(OCC(=O)OCC(=O)NC2CCCC(C)C2C)cc1 (centres undefined) | -0.4% | . | . | -0.7% | 4.7 | 61 | . | 1.4% | . | i | 40.5
Cc1cc(N)n(-c2ccc(Cl)cc2)n1 | -6.7% | 0.8% | 0.0% | -1.0% | 0.6 | 46 | -2.3% | 7.8% | 6.3% | i | 35.7
O=[N+]([O-])c1ccccc1O[C@@H]1O[C@H](CO)[C@H](O)[C@H](O)[C@H]1O | -15.3% | 0.5% | 0.5% | -1.4% | 1.3 | 62 | -14.7% | -0.8% | 13.6% | i | 43.4
COC(=O)c1ccccc1S(=O)(=O)NNC(=O)c1nn(C)c(=O)c2ccccc12 | -10.3% | . | . | 3.0% | -0.2 | 71 | . | 3.9% | . | i | 34.5
CCOC(=O)c1c(CSc2ccccc2)n(C)c2ccc(O)c(CN3CCOCC3)c12 | -5.5% | 0.4% | -1.0% | 0.3% | 8.7 | 41 | -1.0% | 11.5% | 12.2% | i | 20.1
O=C(c1cccc(S(=O)(=O)N2CCN(c3ccc(F)cc3)CC2)c1)N1CCCCCCC1 | -5.1% | 16.9% | . | 0.4%[50 µM] | 0.5 | 61 | 3.4% | 10.1% | 3.5% | i | 12.8
CCOC(=O)N1CCN(C(=O)c2oc3ccc(S(=O)(=O)N4CCCCC4)cc3c2C)CC1 | -5.6% | -0.1% | 0.4% | 8.4% | 4.0 | 58 | -0.2% | 1.4% | 14.7% | i | 13.0
O=C(CN1C(=O)c2ccccc2S1(=O)=O)Nc1ccccn1 | -4.3% | 1.2% | . | 0.9%[50 µM] | -0.3 | 63 | -1.9% | 6.1% | 21.7% | i | 55.8
O=C(c1ccc2c(c1)N(Cc1ccccc1F)C(=O)c1ccccc1S2)N1CCOCC1 | . | -0.2% | -0.4% | . | 1.6 | 52 | -11.5% | . | 15.5% | i | 31.1

Taken from above:
For West Nile antiviral, CCN(CC)C(=O)C1CCCN(Cc2cccc(F)c2)C1 (centres undefined) has the entry -0.2%
For MgcRacGAP inhibition, CCOC(=O)N1CCN(C(=O)c2oc3ccc(S(=O)(=O)N4CCCCC4)cc3c2C)CC1 has the entry 1.4%
For RSV antiviral HEp-2, N#Cc1ccc2[nH]c(CO)c(-c3ccccc3)c2c1 has the entry 7.2%
For NTR1 agonist cell count 20 µM, CCc1ccc(OCC(=O)OCC(=O)NC2CCCC(C)C2C)cc1 (centres undefined) has the entry 61

Whole records, looked up by structure. Order of screens: Dengue-2 NS5 capping, RSV antiviral HEp-2, West Nile antiviral, UTI89 phage lysis, NTR1 agonist, NTR1 agonist cell count 20 µM, PhoP inhibition, MgcRacGAP inhibition, SV40 large T antigen, T cell modulator, T cell modulator vesicle-bound %
CCN(CC)C(=O)C1CCCN(Cc2cccc(F)c2)C1 (centres undefined) across the screens: -3.8%, 2.6%, -0.2%, -0.1%, 1.6, 75, 11.2%, 23.1%, 8.8%, i, 11.7
CCOC(=O)N1CCN(C(=O)c2oc3ccc(S(=O)(=O)N4CCCCC4)cc3c2C)CC1 across the screens: -5.6%, -0.1%, 0.4%, 8.4%, 4.0, 58, -0.2%, 1.4%, 14.7%, i, 13.0

More records follow.
SMILES | Dengue-2 NS5 capping | RSV antiviral HEp-2 | West Nile antiviral | UTI89 phage lysis | NTR1 agonist | NTR1 agonist cell count 20 µM | PhoP inhibition | MgcRacGAP inhibition | SV40 large T antigen | T cell modulator | T cell modulator vesicle-bound %
Cc1ccc(S(=O)(=O)N(C)CC(=O)O/N=C(\N)c2cccc([N+](=O)[O-])c2)cc1 | -11.6% | 0.4% | -0.8% | -0.2% | 0.1 | 71 | 13.2% | 2.0% | -1.6% | i | 25.4
CC(C)C1N(c2ccccc2)C(N)=C(C#N)C1(C#N)C#N (centres undefined) | -0.8% | 2.1% | 0.0% | 0.7% | 0.1 | 101 | -8.2% | 5.5% | -1.1% | i | 40.3
CCC1(CC)NC(=O)N(CC(=O)OCC(=O)Nc2cc(C)ccc2C)C1=O | -4.8% | 0.8% | -0.5% | -0.5% | -2.0 | 100 | -9.8% | -4.6% | 2.0% | i | 37.0
Cc1cccc(NC(=O)c2ccc3nc(N4CCOCC4)sc3c2)c1C | 3.5% | 3.9% | -0.2% | -0.8% | 3.7 | 74 | . | 8.2% | . | i | 44.6
CCC1CCc2c(c3ccccc3[nH]c2=O)O1 (centres undefined) | -0.6% | 21.9% | . | 0.7% | 2.2 | 33 | 12.2% | 13.5% | 1.8% | i | 40.5
COCCNc1nc(-c2cc(-c3ccccc3)on2)cc(C(C)C)n1 | -2.8% | 17.8% | -0.1% | -0.4% | 5.0 | 72 | -0.1% | 9.4% | 2.9% | i | 50.1
COc1ccc(CN2CCN(Cc3nc4ccccc4s3)CC2CCO)c(C)c1C (centres undefined) | -8.9% | 3.5% | -1.8% | 0.3% | -0.2 | 88 | . | 12.8% | . | i | 38.8
Cc1c(NC(=O)c2cnn3c2NC(c2ccco2)CC3C(F)(F)F)c(=O)n(-c2ccccc2)n1C (centres undefined) | -4.8% | 0.5% | 0.0% | 0.6% | -0.2 | 56 | 3.6% | 6.5% | 0.3% | i | 29.5
Cc1ccc(S(=O)(=O)N2CCN(C(C)C)CC2)cc1 | . | -1.5% | -0.1% | . | -0.4 | 50 | 3.4% | . | 23.8% | i | 32.6
COc1ccc(C(CNC(=O)c2cc(SC)ccc2Cl)N(C)C)cc1 (centres undefined) | -12.6% | -0.8% | -0.4% | 0.2% | 1.9 | 59 | -4.1% | -2.4% | 9.9% | i | 16.8
O=C(CCNS(=O)(=O)c1ccc(Cl)cc1)N1CCN(c2ccccn2)CC1 | -12.5% | 0.1% | -0.9% | 0.0% | 1.7 | 46 | 0.2% | 3.5% | 2.8% | i | 6.4
O=c1nc2ccc(Cl)cn2c2ccc(S(=O)(=O)N3CCCCC3)cc12 | 0.0% | 2.5% | 0.0% | 0.1% | 1.6 | 58 | -12.4% | 3.1% | 7.2% | i | 15.1
CCCn1c(NCc2cccc(OC)c2O)nc2ccccc21 | -8.9% | 13.1% | -0.3% | -0.3% | -1.6 | 78 | 1.1% | 6.3% | 7.9% | i | 13.5
CC(CC(=O)Nc1ccc2c(c1)OCO2)c1ccccc1 (centres undefined) | -6.6% | 0.2% | -0.2% | -0.5% | -1.0 | 63 | 0.6% | 1.7% | 26.3% | i | 61.3
COc1ccc(CCN=C(N)NS(=O)(=O)c2ccc(F)cc2)cc1OC | 0.7% | 0.6% | -0.4% | 0.2% | -1.6 | 54 | 8.8% | 7.6% | 10.8% | i | 31.5
CC1(C)CC(=O)C2=C(C1)Nc1ccccc1NC2c1cccnc1 (centres undefined) | 1.6% | 2.0% | -0.1% | -0.4% | 0.1 | 56 | -1.5% | 4.1% | 18.0% | i | 34.2

Screening data: PubChem, several laboratories
